EZH2 inh: inhibitors of human EZH2/PRC2 methyltransferase; Q15910; PRC2 H3K27 methylation, DELFIA TRF, 1 h; inhibition, % at 12.5 µM; 57,000 tested, 0.35% active;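 active = mean inhibition of replicates at least 50% and every single replicate also reaching 50%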;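 also: dimethyl H3K27 on biotinylated H3 21-44 peptide detected by antibody; plate controls were median neutral control wells for no effect and median positive control wells for full effect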
Target sequence (Q15910 whole entry, looked up): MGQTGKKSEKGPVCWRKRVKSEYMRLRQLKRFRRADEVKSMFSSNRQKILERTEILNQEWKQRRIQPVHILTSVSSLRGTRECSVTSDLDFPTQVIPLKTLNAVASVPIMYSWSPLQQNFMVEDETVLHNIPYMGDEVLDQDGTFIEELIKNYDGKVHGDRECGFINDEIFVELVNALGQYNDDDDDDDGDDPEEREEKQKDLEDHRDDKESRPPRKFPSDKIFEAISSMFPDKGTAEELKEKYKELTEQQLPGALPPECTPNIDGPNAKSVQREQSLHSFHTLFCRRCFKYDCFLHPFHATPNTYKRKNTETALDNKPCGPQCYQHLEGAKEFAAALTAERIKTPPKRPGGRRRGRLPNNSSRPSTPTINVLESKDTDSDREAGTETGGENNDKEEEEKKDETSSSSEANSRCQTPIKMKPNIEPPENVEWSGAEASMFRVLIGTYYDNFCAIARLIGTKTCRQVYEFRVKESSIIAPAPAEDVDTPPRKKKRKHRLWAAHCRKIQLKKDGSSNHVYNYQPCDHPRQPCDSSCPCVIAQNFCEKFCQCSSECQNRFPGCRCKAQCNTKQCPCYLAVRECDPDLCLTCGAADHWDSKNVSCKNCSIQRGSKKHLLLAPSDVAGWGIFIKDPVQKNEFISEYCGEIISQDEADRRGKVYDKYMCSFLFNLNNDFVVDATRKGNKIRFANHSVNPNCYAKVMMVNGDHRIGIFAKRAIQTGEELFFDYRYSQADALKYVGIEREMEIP
IDH1 R132H inh: inhibitors of human IDH1 R132H | O75874 | IDH1 R132H reductase, diaphorase/resazurin fluorescence, 60 min | inhibition, % at 10 µM | 70,000 tested, 0.18% active; in the data active = inhibition above about 34%;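 also: 0% = DMSO and 100% = no enzyme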
Active calls of the source: *; / = not tested or not shown. Not all compounds are listed; the hit share may differ from the screen's.

Start of the data: the first 6 compounds, ahead of the listing:
SMILES	EZH2 inh	IDH1 R132H inh
CC(C)NC(=O)N(C)C[C@H]1Oc2ccc(NC(=O)C3CCCCC3)cc2C(=O)N([C@@H](C)CO)C[C@H]1C	14	0.1
C[C@@H]1CN([C@@H](C)CO)C(=O)c2cc(N(C)C)ccc2O[C@@H]1CN(C)Cc1ccc(-c2ccccc2)cc1	-7	-0.2
CN(C)C(=O)C[C@@H]1C=C[C@H](NC(=O)C2CC2)[C@@H](CO)O1	0	0.2
CO[C@H]1CN(C)C(=O)c2cc(NS(=O)(=O)c3ccc(Cl)cc3)ccc2OC[C@@H](C)N(C(=O)NC(C)C)C[C@H]1C	5	0.0
COc1ccccc1-c1cnc2c(c1)C(=O)N([C@@H](C)CO)C[C@H](C)[C@H](CN(C)Cc1ccccc1)O2	/	-0.6
C[C@H](CO)N1C[C@H](C)[C@@H](CN(C)Cc2ccc(C(=O)O)cc2)OCCCC[C@H](C)Oc2ccc(NC(=O)c3ccncc3)cc2C1=O	/	5.4

The list itself, from the first entry:
SMILES	EZH2 inh	IDH1 R132H inh
CC(C)NC(=O)N(C)C[C@H]1Oc2ccc(NC(=O)C3CCCCC3)cc2C(=O)N([C@@H](C)CO)C[C@H]1C	14	0.1
C[C@@H]1CN([C@@H](C)CO)C(=O)c2cc(N(C)C)ccc2O[C@@H]1CN(C)Cc1ccc(-c2ccccc2)cc1	-7	-0.2
CN(C)C(=O)C[C@@H]1C=C[C@H](NC(=O)C2CC2)[C@@H](CO)O1	0	0.2
CO[C@H]1CN(C)C(=O)c2cc(NS(=O)(=O)c3ccc(Cl)cc3)ccc2OC[C@@H](C)N(C(=O)NC(C)C)C[C@H]1C	5	0.0
COc1ccccc1-c1cnc2c(c1)C(=O)N([C@@H](C)CO)C[C@H](C)[C@H](CN(C)Cc1ccccc1)O2	/	-0.6
C[C@H](CO)N1C[C@H](C)[C@@H](CN(C)Cc2ccc(C(=O)O)cc2)OCCCC[C@H](C)Oc2ccc(NC(=O)c3ccncc3)cc2C1=O	/	5.4
CCC(=O)N(C)C[C@H]1Oc2cc(-c3ccccc3C)ccc2S(=O)(=O)N([C@@H](C)CO)C[C@@H]1C	-4	1.3
O=C(Cc1ccccn1)NCC[C@H]1CC[C@H](NC(=O)Nc2ccc(C(F)(F)F)cc2)[C@H](CO)O1	-20	0.2
COC(=O)C[C@@H]1CC[C@@H](NS(=O)(=O)c2ccccc2F)[C@H](CO)O1	3	0.0
COc1ccc(C(C)C(=O)c2ccc(O)cc2O)cc1O (stereo unspecified)	41	-0.6
Cc1ccc(S(=O)(=O)NC(C)C(=O)Nc2ccc(I)cc2)cc1 (stereo unspecified)	2	-0.2
COc1ccc(NC(=O)N(C)C[C@@H]2Oc3ccc(NC(=O)Nc4cccc5ccccc45)cc3CC(=O)N([C@@H](C)CO)C[C@H]2C)cc1	/	0.2
CNC[C@@H]1OCCCC[C@@H](C)Oc2ccc(NS(=O)(=O)c3ccccc3)cc2C(=O)N([C@H](C)CO)C[C@@H]1C	-8	3.6
C[C@@H]1CN([C@H](C)CO)C(=O)c2cccc(NC(=O)C3CC3)c2O[C@@H]1CN(C)S(=O)(=O)c1ccc(F)cc1	1	4.3
CCCN(C)C[C@H]1OCCCC[C@H](C)Oc2ccc(N(C)C)cc2C(=O)N([C@@H](C)CO)C[C@H]1C	-8	-0.7
C/C=C/c1cnc2c(c1)C(=O)N([C@@H](C)CO)C[C@@H](C)[C@H](CN(C)Cc1ccccc1)O2	9	-0.4
O=S(=O)(Cc1ccccc1)NCC[C@H]1CC[C@H](NS(=O)(=O)c2ccc(F)cc2)[C@@H](CO)O1	-7	0.0
C=C1C(=O)O[C@H]2[C@H]1[C@@H](OC(=O)C(C)(O)C(C)Cl)C(OC(C)=O)/C(C(=O)OC)=C\CC[C@@]1(C)O[C@H]21 (stereo partly specified)	-1	-0.7
COc1ccc(NC(=O)N(C)C[C@H]2Oc3ccc(NS(=O)(=O)c4cccs4)cc3CC(=O)N([C@@H](C)CO)C[C@H]2C)cc1	/	1.7
CCCNC(=O)N(C)C[C@H]1Oc2ncc(C#CCc3ccccc3)cc2C(=O)N([C@@H](C)CO)C[C@H]1C	-3	-0.3
C[C@@H]1CN([C@H](C)CO)C(=O)Cc2cc(NC(=O)Cn3cnnn3)ccc2O[C@@H]1CN(C)CC1CCCCC1	1	/
COc1ccc(CN(C)C[C@H]2Oc3ccc(NS(=O)(=O)c4cn(C)cn4)cc3CC(=O)N([C@H](C)CO)C[C@@H]2C)cc1	-1	-0.8
C[C@@H]1CCCCO[C@@H](CN(C)C)[C@H](C)CN([C@@H](C)CO)C(=O)c2cc(NC(=O)Nc3ccc(C(F)(F)F)cc3)ccc2O1	-18	3.7
C[C@@H]1CCCCO[C@H](CN(C)Cc2ccccc2)[C@@H](C)CN([C@@H](C)CO)C(=O)c2cc(NS(=O)(=O)c3cccs3)ccc2O1	/	0.3
CCCC(=O)Nc1ccc2c(c1)OC[C@H](C)N(Cc1cccc(F)c1)C[C@@H](C)[C@H](OC)CN(C)C2=O	-2	0.1
C[C@H](O)C#Cc1cnc2c(c1)C(=O)N([C@H](C)CO)C[C@H](C)[C@@H](CN(C)C(=O)Cc1ccccn1)O2	14	/
C[C@H](CO)N1C[C@H](C)[C@H](CN(C)S(C)(=O)=O)Oc2ncc(C#Cc3ccccc3)cc2C1=O	/	0.3
CNC[C@H]1OCCCC[C@@H](C)Oc2ccc(NS(=O)(=O)c3ccc(C)cc3)cc2C(=O)N([C@@H](C)CO)C[C@H]1C	3	1.0
O=C(C[C@@H]1CC[C@@H](NS(=O)(=O)c2ccccc2)[C@H](CO)O1)NCCN1CCCCC1	4	0.0
Cc1ccc(S(=O)(=O)Nc2ccc3c(c2)C(=O)N([C@@H](C)CO)C[C@@H](C)[C@@H](CN(C)C(=O)Nc2cccc4ccccc24)O3)cc1	/	-1.1
CC(C)CC#Cc1cnc2c(c1)C(=O)N([C@H](C)CO)C[C@@H](C)[C@H](CN(C)C(=O)Cc1ccncc1)O2	-2	5.2
Cc1noc(C)c1NC(=O)Nc1ccc2c(c1)C(=O)N([C@@H](C)CO)C[C@@H](C)[C@H](CN(C)C(=O)NC(C)C)OCCCC[C@@H](C)O2	/	-4.1
C[C@@H]1CCCCO[C@@H](CN(C)C(=O)CCCN(C)C)[C@H](C)CN([C@@H](C)CO)C(=O)c2cc(NC(=O)CCCN(C)C)ccc2O1	/	-0.8
C[C@@H]1CN([C@H](C)CO)S(=O)(=O)c2ccc(C3=CCCCC3)cc2O[C@@H]1CN(C)Cc1ccncc1	3	15
Cc1ccccc1S(=O)(=O)N(C)C[C@H]1OCc2cn(nn2)CCCC(=O)N([C@H](C)CO)C[C@@H]1C	0	0.2
C[C@@H]1CN([C@H](C)CO)C(=O)c2cc(N(C)C)ccc2O[C@@H](C)CCCCO[C@@H]1CN(C)S(=O)(=O)c1cn(C)cn1	-1	-5.3
CC(C)N(Cc1nc(-c2ccccc2Cl)no1)C(=O)c1ccccc1-c1ccccc1	5	0.2
Cc1ccc(OCC(=O)Nc2cccc(NC(=O)c3ccco3)c2)cc1C	8	-0.3
Cc1noc(C)c1NC(=O)N(C)C[C@H]1Oc2ccc(NC(=O)CCCN(C)C)cc2C(=O)N([C@H](C)CO)C[C@H]1C	/	0.1
CC(C)C#Cc1ccc2c(c1)O[C@@H](CN(C)C(=O)C1CCC1)[C@H](C)CN([C@H](C)CO)S2(=O)=O	15	-0.7
Cc1ccc(S(=O)(=O)NC2CCN(Cc3ccc(OCCO)cc3)CC2)cc1	-23	-0.6
CC(C)NC(=O)N(C)C[C@H]1Oc2ccc(NC(=O)Nc3ccc(F)cc3)cc2CC(=O)N([C@H](C)CO)C[C@H]1C	1	1.3
C[C@@H]1CN([C@H](C)CO)C(=O)c2cc(/C=C/c3ccccc3)cnc2O[C@@H]1CN(C)C(=O)c1ccccc1	-13	-2.4
Cc1cc(=O)[nH]c(SCCCOc2ccccc2Cl)n1	2	-0.4
COc1ccc(NC(=O)N(C)C[C@@H]2Oc3c(NC(=O)c4nc5ccccc5s4)cccc3C(=O)N([C@@H](C)CO)C[C@H]2C)cc1	/	0.3
C[C@H]1CN([C@@H](C)CO)C(=O)Cc2cc(NC(=O)Nc3ccc(C(F)(F)F)cc3)ccc2O[C@@H]1CN(C)C(=O)Nc1ccc2c(c1)OCO2	/	0.6
Cc1ccc(S(=O)(=O)NCC[C@@H]2CC[C@@H](NC(=O)c3cccnc3)[C@H](CO)O2)cc1	-1	-0.1
O=C(NC1CCCC1)N[C@H]1CC[C@@H](CC(=O)N2CCOCC2)O[C@@H]1CO	-9	0.3
COCC(=O)Nc1ccc2c(c1)[C@H]1C[C@@H](CC(=O)N3CCc4ccccc4C3)O[C@@H](CO)[C@H]1O2	15	-0.3
C[C@H](CO)N1C[C@H](C)[C@H](CN(C)S(=O)(=O)c2cn(C)cn2)Oc2ccc(NC(=O)CCCCCC(=O)Nc3ccccc3N)cc2CC1=O	-5	-0.4

As entered above.
EZH2 inh with Cc1ccc(S(=O)(=O)NCC[C@@H]2CC[C@@H](NC(=O)c3cccnc3)[C@H](CO)O2)cc1 : -1
EZH2 inh with C[C@@H]1CN([C@H](C)CO)C(=O)c2cccc(NC(=O)C3CC3)c2O[C@@H]1CN(C)S(=O)(=O)c1ccc(F)cc1 : 1
IDH1 R132H inh with C[C@@H]1CCCCO[C@@H](CN(C)C)[C@H](C)CN([C@@H](C)CO)C(=O)c2cc(NC(=O)Nc3ccc(C(F)(F)F)cc3)ccc2O1 : 3.7

A second format for some results above.
canonical_smiles: C[C@H]1CN([C@@H](C)CO)C(=O)Cc2cc(NC(=O)Nc3ccc(C(F)(F)F)cc3)ccc2O[C@@H]1CN(C)C(=O)Nc1ccc2c(c1)OCO2
  EZH2 inh = /; IDH1 R132H inh = 0.6

canonical_smiles: COCC(=O)Nc1ccc2c(c1)[C@H]1C[C@@H](CC(=O)N3CCc4ccccc4C3)O[C@@H](CO)[C@H]1O2
  EZH2 inh = 15; IDH1 R132H inh = -0.3

canonical_smiles: Cc1cc(=O)[nH]c(SCCCOc2ccccc2Cl)n1
  EZH2 inh = 2; IDH1 R132H inh = -0.4

Carrying on.
SMILES	EZH2 inh	IDH1 R132H inh
C[C@H](CO)N1C[C@H](C)[C@H](CN(C)C(=O)c2ccncc2)Oc2ncc(-c3ccncc3)cc2C1=O	19	/
COc1ccc(-c2ccc3c(c2)O[C@@H](CN(C)C(=O)c2ccccc2F)[C@@H](C)CN([C@@H](C)CO)S3(=O)=O)cc1	/	-0.5
O=C(NC1CCCC1)N[C@H]1CC[C@H](CC(=O)N2CCOCC2)O[C@@H]1CO	-17	0.3
O=C(NO)c1ccc(C(=O)N/N=C/c2ccc3ccccc3c2O)cc1	-17	0.4
CNC[C@H]1Oc2ccc(NC(=O)Nc3cccc4ccccc34)cc2CC(=O)N([C@@H](C)CO)C[C@@H]1C	14	-4.2
C[C@H](CO)N1C[C@H](C)[C@@H](CN(C)S(=O)(=O)c2ccc(Cl)cc2)Oc2ccc(NS(=O)(=O)c3cn(C)cn3)cc2CC1=O	/	-2.3
Cc1cc(C(=O)NN)n(C(C)(C)C)n1	-10	0.8
C[C@@H]1CN([C@H](C)CO)S(=O)(=O)c2ccc(C#CC(C)(C)O)cc2O[C@@H]1CN(C)C(=O)C1CC1	8	0.3
Cc1ccc(C(=O)Nc2ccc(OCC(=O)O)cc2)cc1C	-13	-0.2
O=C(C[C@@H]1CC[C@@H](NC(=O)c2ccccc2)[C@H](CO)O1)NCc1ccc(Oc2ccccc2)cc1	5	0.0
CCc1c(C)sc(NC(=O)c2cc(-c3ccccn3)nc3c(C)cccc23)c1C(=O)N1CCCCC1	/	-0.3
C[C@@H]1CN([C@@H](C)CO)C(=O)c2cccc(NC(=O)CCCCCC(=O)Nc3ccccc3N)c2O[C@H]1CN(C)Cc1ccc2c(c1)OCO2	-3	0.4
O=C(C[C@H]1CC[C@H](NC(=O)CCN2CCCCC2)[C@H](CO)O1)NCc1ccc(Cl)c(Cl)c1	-3	-0.6
O=C(C[C@@H]1C[C@@H]2c3cc(NC(=O)CC4CC4)ccc3O[C@@H]2[C@H](CO)O1)NCc1ccc(-c2ccccc2)cc1	20	0.2
CCCN(C)C[C@H]1Oc2cc(-c3ccc(C)cc3)ccc2S(=O)(=O)N([C@H](C)CO)C[C@H]1C	-22	-2.6
S=C(c1cccs1)N1CCCC1	-2	0.1
C[C@@H]1CN([C@H](C)CO)C(=O)c2cc(NC(=O)CCC(F)(F)F)ccc2O[C@@H](C)CCCCO[C@@H]1CN(C)Cc1ccc(C(=O)O)cc1	/	1.8
C[C@@H]1CN([C@H](C)CO)S(=O)(=O)c2ccc(C3=CCCCC3)cc2O[C@@H]1CN(C)CC1CC1	-29	0.4
CNC[C@@H]1Oc2cc(C#Cc3cccnc3)ccc2S(=O)(=O)N([C@@H](C)CO)C[C@@H]1C	-3	0.1
Cn1c(SCC(=O)Nc2cccc(Br)c2)nnc1-c1ccc(Cl)cc1	-4	0.3
Cc1noc(C)c1NC(=O)Nc1ccc2c(c1)C(=O)N([C@H](C)CO)C[C@H](C)[C@H](CN(C)Cc1ccncc1)O2	-3	1.2
O=C(Nc1cc(F)ccc1F)N[C@H]1CC[C@H](CC(=O)N2CCc3ccccc3C2)O[C@H]1CO	-3	-0.3
C[C@@H]1CN([C@H](C)CO)C(=O)Cc2cc(NC(=O)Cc3cn(C)c4ccccc34)ccc2O[C@H]1CN(C)Cc1ccc(C(=O)Nc2ccccc2N)cc1	-36	-0.8
C[C@@H]1CN([C@H](C)CO)C(=O)c2cc(-c3ccc(F)cc3)cnc2O[C@@H]1CN(C)CC1CCOCC1	/	-0.5
CCC(=O)N1C[C@H](C)[C@@H](OC)CN(C)C(=O)c2cc(NC(=O)c3cnccn3)ccc2OC[C@@H]1C	3	-0.1
C[C@H]1CN([C@@H](C)CO)C(=O)c2cccc(NS(=O)(=O)c3ccc(Cl)cc3)c2O[C@H]1CN(C)C(=O)Nc1ccc(C(F)(F)F)cc1	/	2.1
C[C@@H]1CN([C@@H](C)CO)C(=O)c2cc(NS(=O)(=O)c3cccs3)ccc2O[C@@H]1CN(C)C(=O)Nc1ccccc1	/	0.6
COc1ccccc1NC(=O)C(C)NS(=O)(=O)c1ccc(F)cc1 (stereo unspecified)	0	0.3
Cc1c(Cl)cccc1N(CC(=O)O)S(=O)(=O)c1ccccc1	-13	-0.8
